# Source: PubChem
# 14-3-3 Bad inh = disrupts binding of bovine 14-3-3 zeta to phospho-Bad peptide. inhibition, % at 21.7 µM. P63103. actives 0.71% (n = 220,000). TR-FRET 14-3-3zeta/Dy647-pBad peptide displacement, 1 h. AID 781;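 active = inhibition above about 70%, limit read from the data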;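 note: 0% = full 14-3-3 plus peptide FRET controls and 100% = background without 14-3-3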
# KLK5 inh = inhibitors of human kallikrein 5; Q9Y337; recombinant hK5, fluorogenic AMC substrate cleavage; inhibition, % at 5 µM; actives 0.59% (n = 210,000); AID 873;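 active = inhibition of 40% or more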;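 note: 0% = enzyme controls without compound and 100% = no-enzyme blanks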
# EBV gp42 block = inhibitors of Epstein-Barr virus glycoprotein 42. Q1HVG2. Fluorescence polarization binding assay, mP read-out. inhibition, % (tested at 21.74 µM). actives 0.42% (n = 220,000). AID 1085; in the data active = inhibition above about 50%
# Furin inhibitor = human furin inhibition; P09958; purified furin, fluorogenic substrate cleavage; inhibition, % at 30 µM; actives 0.061% (n = 220,000); in the data active = inhibition above about 25%; note: inactives centre near -15
# thrombin 1536 = thrombin (human) inhibition; P00734; alpha-thrombin, Boc-VPR-AMC fluorogenic substrate cleavage; inhibition, % at 5 µM; actives 0.26% (n = 220,000);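 active = inhibition at or above 40%; inactive = inhibition below 40%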;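 note: 0% = enzyme with no compound and 100% = wells without enzyme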
#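 System – human alpha-thrombin · Medium – pH 7.5 Tris (50 mM) with NaCl 150 mM, Tween 20 0.05% · Compound – single-point dosing at 5 µM, 0.2% DMSO · Incubation – enzyme reaction carried out at room temperature · Technique – fluorescence of released AMC, ex 355 nm, em 460 nm · Read-out basis – % inhibition of thrombin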
# eIF4E 4G PPI = eIF4E/eIF4G interaction inhibition in translation initiation; TR-FRET eIF4E-eIF4GI(517-606) binding, 2 h; inhibition, % at 21.7 µM; AID 782; actives 0.37% (n = 220,000);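 note: 0% = full FRET control wells and 100% = background wells lacking eIF4GI fragment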
# KCC2 mod = KCC2 (human) Cl- transport modulation | Q9H2X9 | KCC2 cells, thallium flux FluoZin-2 fluorescence | B-score of Tl+ flux slope (higher = more flux/activation; lower = inhibition) at 10 µM | actives 2.2% (n = 190,000) | AID 1456;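 active = thallium flux slope and its plate-corrected score both differing from the plate sample mean at a set confidence after two filtering rounds, in either direction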;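 note: slope of fluorescence scaled to starting intensity during 10 to 20 s after thallium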
# Target sequence (Q9H2X9 whole entry, looked up): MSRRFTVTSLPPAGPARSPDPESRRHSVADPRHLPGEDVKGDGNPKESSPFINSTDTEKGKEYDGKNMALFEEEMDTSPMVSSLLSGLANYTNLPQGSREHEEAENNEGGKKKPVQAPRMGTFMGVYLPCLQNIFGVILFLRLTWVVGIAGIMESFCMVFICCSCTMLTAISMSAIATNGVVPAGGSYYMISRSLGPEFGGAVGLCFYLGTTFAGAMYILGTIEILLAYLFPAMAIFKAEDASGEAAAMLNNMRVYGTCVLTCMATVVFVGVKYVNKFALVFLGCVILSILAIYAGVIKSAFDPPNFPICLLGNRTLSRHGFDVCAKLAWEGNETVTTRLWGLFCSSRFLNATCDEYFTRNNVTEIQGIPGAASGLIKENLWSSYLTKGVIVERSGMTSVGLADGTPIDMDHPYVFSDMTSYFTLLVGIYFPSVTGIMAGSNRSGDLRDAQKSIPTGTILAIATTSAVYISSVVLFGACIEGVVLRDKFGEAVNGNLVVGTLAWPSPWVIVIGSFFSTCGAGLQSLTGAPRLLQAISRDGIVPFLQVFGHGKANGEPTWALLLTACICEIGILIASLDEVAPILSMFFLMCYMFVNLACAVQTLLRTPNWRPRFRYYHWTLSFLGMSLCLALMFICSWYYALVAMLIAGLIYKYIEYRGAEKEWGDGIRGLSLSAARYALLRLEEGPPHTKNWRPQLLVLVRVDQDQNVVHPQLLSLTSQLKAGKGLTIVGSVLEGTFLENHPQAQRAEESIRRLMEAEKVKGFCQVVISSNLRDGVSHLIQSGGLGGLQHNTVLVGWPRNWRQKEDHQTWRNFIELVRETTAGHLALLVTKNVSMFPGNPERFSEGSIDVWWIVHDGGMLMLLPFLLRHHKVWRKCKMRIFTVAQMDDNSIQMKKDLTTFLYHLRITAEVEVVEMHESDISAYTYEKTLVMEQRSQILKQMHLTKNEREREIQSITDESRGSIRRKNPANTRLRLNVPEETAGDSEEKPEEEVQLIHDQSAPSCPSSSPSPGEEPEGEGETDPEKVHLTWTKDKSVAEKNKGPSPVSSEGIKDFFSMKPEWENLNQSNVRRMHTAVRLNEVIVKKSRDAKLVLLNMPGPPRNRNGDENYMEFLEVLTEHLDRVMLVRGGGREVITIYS
# Rad51 HR inh = Rad51 (human) homologous recombination inhibition; inhibition, % at 10 µM; AID 1385; actives 0.085% (n = 200,000); Q06609; hRad51 DNA strand exchange, fluorescence dequenching;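 active = inhibition above 40% at the single screening dose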;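 note: 0% = DMSO control wells and 100% = blanks with heterologous ssDNA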
#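 Material: human Rad51–ssDNA filaments; Probe or stimulus: labelled 47-mer dsDNA for strand exchange; Doses: single 10 µM dose; Incubation: 37 °C 15-min filament assembly, 30-min compound preincubation, 15-min exchange; Technique: FRET fluorescence dequenching, excitation 485 nm, emission 520 nm; Measure: Fluorescence-based percent inhibition, control- and blank-normalised; Benchmarks: plate control and blank wells.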
# p47phox inh = blocks human p47phox regulatory protein of NADPH oxidases; actives 0.53% (n = 220,000); P14598; inhibition, % at 24.7 µM; p47phox/p22phox peptide binding, fluorescence polarization, 2 h;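 note: 0% = p47phox with labelled peptide and 100% = labelled peptide alone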
# An asterisk follows results filed as active; i = inactive; nt = not tested or not shown; [ ] = remark or other dose.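 Rule for the calls, unless noted: active = inhibition above about 30% (limit read from the data); inactive = the rest.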
SMILES,14-3-3 Bad inh,KLK5 inh,EBV gp42 block,Furin inhibitor,thrombin 1536,eIF4E 4G PPI,KCC2 mod,Rad51 HR inh,p47phox inh
COc1ccc(NC(=O)C2CCC(=O)N2)cc1 (centres undefined),18,-16,-2,-24,-14,1,nt,-2,-49
CCOCCCNC(=O)c1c(C)[nH]c(C(=O)OCC)c1C,-5,17,5,-27,-5,-1,0.29,nt,-8
C#CCOCCOCCOCCNc1nc(N2CCN(C(=O)Cn3cc(CCCCN)nn3)CC2)nc(N2CCN(C(=O)[C@H](C)n3cc(CCCN=C(N)N)nn3)CC2)n1,80*,1,-4,-10,38,-2,1.7,8,8
CCOC(=O)c1c(C)[nH]c(C(=O)Nc2ccc(NC(C)=O)cc2)c1C,10,2,-14,-20,-16,-2,0.15,3,-3
COc1cc(C(=O)NC(=S)NC(C)C)cc(OC)c1OC,0,-7,-19,-9,1,2,-2.3,-3,-7
Cn1nnnc1-c1cc(Cl)cc(Cl)c1,-7,-8,1,-25,1,0,0.17,14,0
COc1cccc(-n2c(Cc3cc(=O)[nH]c(=O)[nH]3)nnc2SCC(=O)N2CCCCCC2)c1,-3,-3,1,-11,2,2,0.15,-12,-4
Nc1nnnn1/N=C/c1cc([N+](=O)[O-])ccc1O,0,5,-4,-9,3,-1,-0.19,nt,-3
CC(=O)Nc1ccc2cc3ccc(NC(C)=O)cc3nc2c1,6,-7,105*,-5,0,11,0.016,-178,-5
CCOc1ccccc1C(=O)N1CCN(c2cccc(Cl)c2)CC1,-8,-6,-16,-15[20 µM],0,2,-0.017,-2,-2
COc1cc2c(cc1OC)-c1n[nH]c(=S)n1C(C)(C)C2,-8,-1,-15,-16,6,13,-0.093,13,-8
Cc1ccc(-c2csc3ncnc(-n4nnc5ccccc54)c23)cc1,-9,-2,-15,-12,1,-5[fluorescence artefact?],-0.74,-15,-4

# Entries above with an NH in an aromatic ring:
SMILES,14-3-3 Bad inh,KLK5 inh,EBV gp42 block,Furin inhibitor,thrombin 1536,eIF4E 4G PPI,KCC2 mod,Rad51 HR inh,p47phox inh
CCOCCCNC(=O)c1c(C)[nH]c(C(=O)OCC)c1C,-5,17,5,-27,-5,-1,0.29,nt,-8
CCOC(=O)c1c(C)[nH]c(C(=O)Nc2ccc(NC(C)=O)cc2)c1C,10,2,-14,-20,-16,-2,0.15,3,-3
COc1cccc(-n2c(Cc3cc(=O)[nH]c(=O)[nH]3)nnc2SCC(=O)N2CCCCCC2)c1,-3,-3,1,-11,2,2,0.15,-12,-4
COc1cc2c(cc1OC)-c1n[nH]c(=S)n1C(C)(C)C2,-8,-1,-15,-16,6,13,-0.093,13,-8

# New compounds follow:
SMILES,14-3-3 Bad inh,KLK5 inh,EBV gp42 block,Furin inhibitor,thrombin 1536,eIF4E 4G PPI,KCC2 mod,Rad51 HR inh,p47phox inh
Cc1ccc(C)c(OCC(=O)Nc2ccc(S(=O)(=O)N3CCN(C)CC3)cc2)c1,-9[fluorescence artefact?],-8,5,-12[20 µM],-1,3[fluorescence artefact?],-0.046,-9,5
c1ccc(Cc2ccc(OCCn3cncn3)cc2)cc1,-1,-8,-14,-9[20 µM],2,15,nt,0,-7
CC(=O)c1cn(CC(=O)NCc2ccc3c(c2)OCO3)c2ccccc12,18,-32,-22,-16[20 µM],0,5[fluorescence artefact?],-0.39,10,-5
CCC(=O)Nc1ccc2c(c1)ncn2-c1ccc(C)cc1,11,-10,-8,-19,4,0,-0.38,3,1
Cc1ccc(NS(=O)(=O)c2cccc(C(=O)NCC3(N(C)C)CCCCC3)c2)cc1,-14,1,-14,-24,-3,5,1.4,15,-5
CCCNC(=O)Cn1c(=O)/c(=C\c2ccc(-c3cccc([N+](=O)[O-])c3)o2)s/c1=C\C(=O)C(C)(C)C,-13[fluorescence artefact?],-14,69*,8,-1,-3,-0.97,i,-57
O=C(CCC(=O)Nc1ccc(F)cc1)N/N=C/c1ccncc1,-6,-1,8,-7,4,-2,-0.48,33,0
CCc1nnc(NC(=O)C2(C)COC(c3ccccc3)OC2)s1 (centres undefined),-10,-22,1,-31,-3,-7,-0.15,13,-7
O=C(Cc1csc(Nc2nc(=S)[nH]c3ccccc23)n1)NCc1ccccc1Cl,47,-108,-26,-17[20 µM],4,-14[fluorescence artefact?],2,0,-2
CCOCCOC(=O)c1ccc(NC(=O)c2cc(OC)c(OC)c(OC)c2Br)cc1,-16,-8,0,8,-3,3,0.6,nt,-9
CCOc1ccc(C(C)=O)cc1CN1C(=O)NC2(CCCCC2C)C1=O (centres undefined),-5,9,2,-13,12,-4,0.5,5,-9
CCC(C(=O)N1CCOCC1)n1c(C(=O)OC)cc2occc21 (centres undefined),10,10,-17,-6,-6,-1,-0.82,-9,-4
CCC(C)(C)NC(=O)/C=C/c1ccc(OC)c(S(=O)(=O)N2CCOCC2)c1,39,43*,-4,0,18,-33,1.2,16,-9
CC1CCCC(NC(=O)COC(=O)c2ccc(S(=O)(=O)N3CCOCC3)cc2)C1C (centres undefined),-12,-1,-34,-20,1,13,0.089,0,-68
CC(=O)Nc1ccc(S(=O)(=O)N2CCN(Cc3cccnc3)CC2)cc1,66,-6,-5,-13[20 µM],0,6,nt,1,-9
CCC(C)(c1ccc(C(=O)OC)s1)c1ccc(C(=O)OC)s1,-23,-2,-3,-8,-2,-2,-0.015,1,-14
COC(=O)Nc1ccc(S(=O)(=O)N(C)CC(F)(F)C(F)F)cc1,-7,-56,-15,-15[20 µM],-21,14[fluorescence artefact?],nt,2,-11
Cc1ccn2cc(CNS(=O)(=O)c3ccc(Cl)s3)nc2c1,2,-27,-9,-24,-10,0,-1.6,8,-15
CC(C)c1ccc(C(O)c2cnc(C(C)C)n2C)cc1 (centres undefined),1,-12,4,-21,-11,3,0.56,-1,3
Cc1cc2cc(CCNC(=O)c3c(-c4ccccc4Cl)noc3C)c(=O)[nH]c2cc1C,5,-2,4,-16,0,3,0.053,-10,-4
COC(=O)C1=C(C)N(Cc2ccc3c(c2)OCO3)C(=O)C1,-2,-6,5,-17,0,-2,0.02,-2,-1
Cc1ccc(-c2nn(-c3ccccc3)cc2/C=C/C(=O)OCC(=O)NC2CC2)o1,-5,3,5,-12,0,0,-1.9,1,-12
Cc1ccc(C2=NNC(c3ccc(Cl)cc3)=Nc3ccccc32)o1,-31[fluorescence artefact?],-16,8,-23,-3,-3,0.33,-2,-12
Cc1onc(-c2ccccc2)c1-c1nnc(-c2ccccc2C(F)(F)F)o1,-4,-7,-5,-7,-7,2,-0.33,13,1
CCCCCCCCCCS(=O)(=O)N/N=C/c1ccc(O)cc1,-3,-7,-14,-21,-10,3,0.0016,13,-15
Cn1cc(/C=C2\SC(=S)N(NC(=O)c3ccccc3)C2=O)c2ccccc21,2,16,89*,-16,4,-2,-2.6,-11,0
CC(C)(C)C(=O)Cn1nnc(-c2ccc(C(F)(F)F)cc2)n1,0,-3,-2,-11,0,-6,1.8,-6,-2
COc1ccc(C(=O)NCc2ccc3c(c2)OCO3)cc1,-9,-3,2,-13,-12,2,0.84,12,-7
O=C1C2C3C=CC(CC3)C2C(=O)N1/N=C/c1ccco1 (centres undefined),-5,4,-5,-19,15,1,0.74,-13,2
O=C1CC(N2CCN(c3ncccn3)CC2)C(=O)N1CCc1ccccc1 (centres undefined),-6,18,2,-16,2,1,-0.42,30,-2
COc1ccc(S(=O)(=O)N2CCOCC2)cc1NC(=O)c1ccc(-n2nc(C)cc2C)cc1,-2,16,-17,-5,11,-5,0.7,-4,5
CN(CCC#N)C(=S)Nc1ccc(Oc2ccccc2)cc1,-11[fluorescence artefact?],-18,-7,-11,-8,-4[fluorescence artefact?],-1.6,9,-8
O=S(=O)(Nc1cccc2[nH]ncc12)c1cccs1,-3,nt,4,-15,-11,1,0.035,nt,-9
O=c1c(N2CCOCC2)nsn1Cc1ccccc1,11[fluorescence artefact?],3,-7,-16,1,2,0.96,nt,-12
O=C(NCCOc1ccccc1)c1cncc(Br)c1,2,-14,0,-12[20 µM],-3,2,1.2,0,13
Clc1ccc(-c2csc(-c3cccnc3)n2)s1,4,3,-17,-26,-16,-10,-0.99,nt,-21
CCn1c(/C=C/Nc2ccccc2)[n+](CC)c2ccc(C(=O)OCC(F)(F)F)cc21,3,-5,-26,2,1,-2[fluorescence artefact?],-0.22,12,3
Cc1ccc(CN/C=C/C(=O)c2ccc(Br)cc2)cc1,19[fluorescence artefact?],-2,-3,17[20 µM],2,8[fluorescence artefact?],0.55,-1,-49
COCCCNc1nc2nonc2nc1N1C[C@H]2CC[C@H]1C2,-15,7,-16,-16,2,2,nt,nt,-12
COc1cc(/C=N\NC(=O)c2ccc(Cl)cc2)ccc1Oc1ccc([N+](=O)[O-])cn1,0,3,-37,-14,3,-5,-0.59,7,-14
CC(C)Sc1nnc(Nc2ccccc2)s1,-7,-15,-15,-15,-8,-1,-1.1,1,1
CCN(CCNC(=O)C1CCN(c2nnc(-n3cccc3)s2)CC1)c1ccccc1,-3,-32,9,-19,-13,3,-0.37,2,-8
NC(=S)NNc1ccc(Cl)c(Cl)c1,1,-1,-13,-19,-7,6,-0.026,nt,4
COc1ccc(NC(=O)CNc2ccc(C#N)cc2)cc1,0,-7,-18,-2,1,7,0.52,12,6
CCOC(=O)C1(C)NC(c2ccccc2F)C2C(=O)N(c3cccc(C(C)=O)c3)C(=O)C21 (centres undefined),-4,-23,-6,-11,2,13,0.28,3,-17
CN(CCOc1ccc(Cl)cc1)C(=O)c1ccc(S(=O)(=O)N2CCOCC2)cc1,-15,-1,-10,-24,3,1,-0.026,35,-19
Cc1ccccc1C(=O)NNC(=O)C(=O)Nc1cccc(Cl)c1C,9[fluorescence artefact?],6,3,3,-9,0[fluorescence artefact?],46*,-2,-4
CC(=O)N/C(=C\c1ccccc1)C(=O)NCC(=O)O,0,-6,-10,-19,-7,6,1.5,-4,-5
CC(C)C(C(=O)O)N1CCS(=O)(=O)CC1 (centres undefined),-24,-4,3,-24,-3,-3,nt,1,2
Cc1ccc(NC(=O)NC(=O)CSc2n[nH]c(N)n2)c(C)c1,-2,-5,5,-28,-11,0,0.064,3,-1
O=C(c1cnn(-c2ccc(Cl)cc2)c1)c1ccccc1O,0,-2,0,-22,-5,0,-0.34,3,0
O=C(Cn1cnc([N+](=O)[O-])n1)NCc1ccccc1,-3,0,-1,-18[20 µM],-4,2,nt,nt,-3
Cc1ccc(NC(=S)N2CCN(c3ccccn3)CC2)c(C)c1,-6,20,-2,-12,22,-4,-0.059,1,-7
O=[N+]([O-])c1ccc(Sc2nccn2Cc2ccccc2)cc1,-1,-19,8,-7[20 µM],-1,2,-2.4,-9,-2
COc1cc(NC(=O)c2ccc(F)cc2)c(OC)cc1NC(=O)CN1CCOCC1,-14,1,-18,-20,-5,3,0.93,6,1
CCCS(=O)(=O)N1CCN=C1SCc1cccnc1,-13,0,-18,-36,-13,15,1.2,19,2
COC(=O)c1sccc1NC(=O)CN(C)NS(=O)(=O)c1ccc(F)cc1,-3,-16,-11,2[20 µM],2,-2,nt,-3,-9
Cc1nn(CCC(=O)NNC(=S)Nc2cccc(Cl)c2)c(C)c1[N+](=O)[O-],-8[fluorescence artefact?],-59,-20,9[20 µM],5,4,-0.95,4,-7
CC(=O)c1nnn(-c2ccccc2C#N)c1C,1,-3,-5,-6,3,-2,0.34,-3,-7
O=C(c1cccc(F)c1)N1CCN(c2cc(N3CCCCC3)c(F)cc2[N+](=O)[O-])CC1,3,-13,-3,-7[20 µM],1,4,nt,1,-12

# The order is random; 4.7% or so of the library scored in one or more.
